PV pol inh – poliovirus RNA polymerase inhibition; % elongation, % (compound at 16.7 µg/mL); P03300; poliovirus polymerase elongation, fluorescence polarization; hits give low values; 150,000 tested, 0.66% active; in the data active = % elongation below about 90%; also: some results filed as inactive read as strong as hits
Target sequence (P03300 1749-2209 limits assumed): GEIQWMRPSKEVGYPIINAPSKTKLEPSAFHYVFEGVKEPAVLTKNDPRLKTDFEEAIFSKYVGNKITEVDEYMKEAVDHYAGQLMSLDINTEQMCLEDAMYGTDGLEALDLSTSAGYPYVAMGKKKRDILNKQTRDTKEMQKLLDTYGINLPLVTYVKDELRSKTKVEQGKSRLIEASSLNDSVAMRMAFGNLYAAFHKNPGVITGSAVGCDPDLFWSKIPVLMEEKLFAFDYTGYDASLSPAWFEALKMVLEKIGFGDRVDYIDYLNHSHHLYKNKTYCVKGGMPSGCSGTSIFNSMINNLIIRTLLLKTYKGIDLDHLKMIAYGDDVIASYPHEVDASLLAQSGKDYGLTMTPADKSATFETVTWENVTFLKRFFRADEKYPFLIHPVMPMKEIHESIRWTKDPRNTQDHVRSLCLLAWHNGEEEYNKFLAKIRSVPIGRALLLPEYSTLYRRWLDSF
PV pol inh FP z-score – also measured in PV pol inh; calls as there; z-score; measured here: FP z-score; hits read low
Starred values were filed as active, the others as inactive. Not all compounds are listed; count on the stated rates, not on these rows.

SMILES	PV pol inh	PV pol inh FP z-score
COc1ccc(-c2nn(CC(=O)NC3CCCC3)c3c2cnc2ccc(F)cc23)cc1	111	1.1
CCc1nc(NC2CCCCC2)c(C#N)c2c1CCCC2	104	0.3
CCS(=O)(=O)N1CCc2cc(C(=O)N3CCN(c4ccccc4OC)CC3)ccc21	100	-1.7
CCCC(Nc1ncnc2ccccc12)C(=O)O (stereo unspecified)	102	0
O=c1c2oc3ccccc3c2n(Cc2ccccc2F)c(=O)n1Cc1ccccc1	100	-1.4
Cc1ccc(S(=O)(=O)N2CCCC2C(=O)NC2CCCCC2)cc1 (stereo unspecified)	104	1.3
NS(=O)(=O)c1ccc(NC(=O)C2=COCCO2)cc1	102	0.1
CC(=O)Nc1nnc(SCC(=O)N2CCCC2)s1	102	0
CCc1ccc(NC(=O)CC(C(=O)O)N2CCCCC2)cc1 (stereo unspecified)	100	0
Cc1ccc2[nH]c(=O)c(NCN3CCCCC3)c(-c3ccccc3)c2c1	96	-0.7
CC(C)N1C(=O)S/C(=C\c2ccc(-c3cccc(C(F)(F)F)c3)o2)C1=O	101	0.2
N/C(=N\c1nc2ccccc2o1)NC(=O)/C=C/c1ccco1	100	-0.8
Cc1ccc(Nc2nc(CSc3nnc(C)n3Cc3ccccc3)cs2)cc1	105	0.2
CC(C)(C)c1cc2nc(C(F)(F)F)cc(Sc3ccccc3)n2n1	100	-0.8
N=C1SCC(=O)N1/N=C/c1ccccc1	100	0.2
O=C(NCc1ccc(Cl)cc1)C1CCN(S(=O)(=O)c2ccccc2)CC1	104	-0.3
Cc1ccc(S(=O)(=O)NCCN2C(=N)N(c3nc(N(C)C)nc(N(C)C)n3)CC2=O)cc1	99	-0.7
CCOC(=O)c1oc2ccccc2c1CN1NS(=O)(=O)c2ccccc2C1=O	100	-0.2
O=C(c1ccc2nsnc2c1)N(Cc1ccccn1)Cc1ccccn1	107	0.7
COc1ccc(NC(=O)c2c(NC(=O)COc3ccc(Cl)cc3)sc3c2CCCCC3)cc1	106	0.5
Nc1cc(=O)nc(SCC(=O)Nc2ccc(F)cc2)n1-c1cccc(Cl)c1	110	1.5
NC(=S)Cc1c(Cl)sc2ccc(Cl)cc12	100	-0.7
O=C(CCCn1c(=O)c2ccccc2n(CC(=O)Nc2cccc(Cl)c2)c1=O)NCc1ccc2c(c1)OCO2	108	0.6
Cc1oc(-c2ccccc2Cl)nc1Cn1c(SCc2cccc(F)c2)nc2cccnc21	109	-0.1
Cc1cn2c(=O)cc(COC(=O)c3cccc(NC(=O)c4ccc(C(C)(C)C)cc4)c3)nc2s1	106	0
Going on with the list:
SMILES	PV pol inh	PV pol inh FP z-score
COc1cc(C2C=C(C(=O)O)Nc3ncnn32)ccc1O (stereo unspecified)	110	1.2
CCNC(=O)Cn1c(=O)c2c(ncn2Cc2ccccc2)n(Cc2ccccc2)c1=O	102	0.1
COn1c(C)c(C)c2c3no[n+]([O-])c3ccc21	99	-0.7
O=C1/C(=C/c2ccco2)N=C(c2ccccc2)N1/N=C/c1ccc(F)cc1	129	4
C#CC(CC)(CC)NC(=O)c1c(C)noc1C	103	1.6
Cc1cc(C)c(NC(=O)C2CCN(c3nc4ccccc4n4cccc34)CC2)c(C)c1	109	0.3
C=CCN1C(=O)S/C(=C/c2ccc(C(=O)O)cc2)C1=O	102	0.4
CCC1=C(c2ccc(C)cc2)S(=O)(=O)N=C1N1CCC(C(=O)NCCc2ccc(Cl)cc2)CC1	109	-0.2
CCN(c1ccccc1)S(=O)(=O)c1ccc(O)cc1	102	0.1
CCC(=O)N1CCc2cc(S(=O)(=O)CCC(=O)NCc3ccccc3OC)ccc21	114	1.3
NC(N)=NCCN1CCOCC1	102	0.4
O=C(CCc1ccc(S(=O)(=O)N2CCCCCC2)cc1)Nc1ccnn1Cc1cccs1	104	0.3
CC(CN1CCOCC1)OC(=O)C1COc2ccccc2O1 (stereo unspecified)	105	0.1
COc1ccc(N/N=C(\C#N)C(=N)N2CCCCC2)cc1	100	-0.9
COc1cccc(-c2nc(SCc3cc(=O)c4cc(Cl)ccc4[nH]3)n[nH]2)c1	106	0
COC(=O)COc1ccc2c(C)c(C)c(=O)oc2c1	102	0
Cc1cc(C(=O)OCC(N)=O)c2ccccc2n1	103	0.5
N#CC(=C1CCCC1)c1nc(-c2cc3ccccc3oc2=O)cs1	103	0.2
COC(=O)N/N=C\c1cccc(OC(=O)c2cccs2)c1	104	0.5
Cc1ccc(NC(=O)CCc2c(C)nn3cnnc3c2C)cc1	99	-1.2
OC1(c2cccnc2)CCNCC1	104	1.5
COC(=O)c1sc(N)c(C(=O)OC)c1CSc1nnc(Cc2ccccc2)n1C	106	0.5
Nc1ccc2c(c1)OC1(O)c3ccccc3C(=O)C21O (stereo unspecified)	101	0
Cc1cccc(C(=O)N2CCN(c3ccc(N4CCOCC4)nn3)CC2)c1	102	-0.1
O=C1Nc2cc(C(=O)N3CCN(C(=O)c4ccco4)CC3)ccc2Sc2ccccc21	104	1.2

6 entries from above, with two lines to a compound.
Results follow in this order: PV pol inh, PV pol inh FP z-score
> C#CC(CC)(CC)NC(=O)c1c(C)noc1C
    103, 1.6
> Cc1cc(C)c(NC(=O)C2CCN(c3nc4ccccc4n4cccc34)CC2)c(C)c1
    109, 0.3
> C=CCN1C(=O)S/C(=C/c2ccc(C(=O)O)cc2)C1=O
    102, 0.4
> CCC1=C(c2ccc(C)cc2)S(=O)(=O)N=C1N1CCC(C(=O)NCCc2ccc(Cl)cc2)CC1
    109, -0.2
> CCN(c1ccccc1)S(=O)(=O)c1ccc(O)cc1
    102, 0.1
> CCC(=O)N1CCc2cc(S(=O)(=O)CCC(=O)NCc3ccccc3OC)ccc21
    114, 1.3

(more compounds)
SMILES	PV pol inh	PV pol inh FP z-score
Cn1c(=O)c2c(nc(N3CCN(C(=O)c4ccco4)CC3)n2CCSc2ncccn2)n(C)c1=O	103	0.5
O=C(CCc1ccco1)Nc1cccc(-c2nc3ccccc3[nH]2)c1	101	-0.1
CCOC(=O)N1CCN(C(=O)CNC(=S)N(Cc2cccs2)C2CCCCC2)CC1	103	0.4
O=C(c1ccccc1)N1CCC(c2nc3c(nnn3Cc3ccccc3)c(=O)[nH]2)CC1	99	-0.7
Cc1ccc(-c2nn3c(C)nnc3c3ccccc23)cc1S(=O)(=O)NC(C)(C)CO	101	-0.4
CC1CCc2cc(F)ccc2N1S(=O)(=O)c1c(N)n(C)c(=O)n(C)c1=O (stereo unspecified)	100	-0.3
CCOC(=O)N1CCC(NC(=O)C2CCCN(Cc3nc(-c4cccc(C)c4)oc3C)C2)CC1 (stereo unspecified)	104	1.1
O=C(Oc1ccccc1F)c1nc(SCc2ccc(F)cc2)ncc1Cl	106	-0.1
COc1ccc(-c2c(C)c3ccc(O)c(CN4CCN(C)CC4)c3oc2=O)cc1OC	101	-1.5
CCOc1ccc(-c2cn3c(n2)sc2cc(C(=O)NC(C)C45CC6CC(CC(C6)C4)C5)ccc23)cc1 (stereo unspecified)	108	-0.7
CCOc1ccc2oc(C(=O)NN3C(C)CCCC3C)c(C)c2c1 (stereo unspecified)	107	0.9
CC(CNC(=O)Cn1c(-c2cccs2)cc2ccccc21)c1ccccc1 (stereo unspecified)	111	0.2
CC(C)(C)OC(=O)NC1CCN(C(=O)CSCC(=O)O)CC1	103	-0.2
COc1ccc2c(COc3cccc(F)c3)cc(=O)oc2c1	113	1.3
CC(=O)[C@H]1CC[C@H]2[C@@H]3C=CC4=CC(=O)CC[C@@]4(C)[C@@H]3CC[C@]12C	100	0
COc1ccc(-c2cn(-c3ccc(C)c(Cl)c3)c(=S)[nH]2)cc1OC	102	0.2
O=C(CSc1nnc(-c2ccccc2)n1CCN1CCOCC1)NC1CCCCC1	98	-0.2
COc1ccc(-c2nc3ccccn3c2Nc2ccc3c(c2)OCO3)cc1	96	-1.6
CCOC(=O)c1ccccc1NC(=O)CSc1cn(CC(=O)N2CCCCCC2)c2ccccc12	119	0.4
O=C(OCc1nccn1Cc1ccc(Cl)cc1)c1ccccc1Cl	107	0.6
COc1ccc(-c2nc(C)c(CCNC(=O)Cc3ccc(F)cc3)s2)cc1OC	111	0.8
C=CCN1C(=O)C2(C(C(=O)OCC)=C(N)Oc3ccccc32)c2c1c1ccccc1oc2=O (stereo unspecified)	98	-0.8
Cc1nn(-c2ccccc2)c(Cl)c1/C=N/NC(=O)c1cccnc1	103	0.5
CN(C)S(=O)(=O)N(CC(=O)Nc1ccc(C(F)(F)F)cc1)c1ccccc1	109	0.6
O=C(Cc1ccccc1)c1ccc2c(c1)OCO2	109	0.4

Taken from above.
Entry of `CC(C)(C)OC(=O)NC1CCN(C(=O)CSCC(=O)O)CC1` under PV pol inh FP z-score: -0.2
Entry of `O=C(OCc1nccn1Cc1ccc(Cl)cc1)c1ccccc1Cl` under PV pol inh FP z-score: 0.6

Other results
SMILES	PV pol inh	PV pol inh FP z-score
CC1(C)CC(NCCCN2CCCCC2)=CC(=[N+]2CCCCC2)C1	101	0.1
CCOC(=O)c1cc2c(=O)n3ccccc3nc2n(Cc2ccco2)c1=NC(=O)c1ccc(C(C)(C)C)cc1	106	0.3
CN(C)c1ccc(-c2oncc2C#N)cc1	118	1.8
Cc1cccn2cc(-c3ccccc3)nc12	102	0.2
NC(N)=N/N=C1\CCc2ccccc21	102	0.2
O=C(NCCc1cccs1)c1ccc(Cn2c(SCc3ccccc3)nc3cccnc32)cc1	110	0
COC(=O)CNS(=O)(=O)c1ccc(C)cc1	102	0
CC(=O)O/N=C(\C)c1c(OC(C)=O)ccc2c(C)cc(=O)oc12	99	-0.5
COc1ccccc1NC(=O)c1ccc(OCC(=O)O)cc1	100	-0.1
CCCOc1ccc(C2C3CN(CC)CC=C3C(C#N)=C(N)C2(C#N)C#N)cc1OC (stereo unspecified)	92	-1.6
Cc1ccc2occ(CC(=O)N(C)Cc3ccccc3)c2c1	101	-0.4
OC(CN1CCNCC1)Cn1c2ccc(Br)cc2c2cc(Br)ccc21 (stereo unspecified)	100	-0.7
N#Cc1ccc(COC(=O)CN2C(=O)COc3ccccc32)cc1	99	-0.7
COc1ccc(C)cc1NC(=O)c1c(C)oc2ncn(CC(C)C)c(=O)c12	111	0.5
Cn1c(-c2ccccc2)nc2cc(N)ccc21	100	-0.3
CCOc1ccc(-n2c(SCC(=O)NC(=O)CN3CCCC3=O)nc3ccccc32)cc1	101	-0.3
Cc1noc(NS(=O)(=O)c2ccc(NC3OC(=O)c4ccccc43)cc2)c1C (stereo unspecified)	101	0.1
C(=C\c1ccccc1)/C=N/[n+]1ccccc1	102	0.3
Cc1ccc(-c2nc3nc(C)cc(=O)n3[nH]2)cc1	100	-0.2
CCC(C)NC(=O)c1cc(-c2cccc(OC)c2)on1 (stereo unspecified)	105	0.3
Cc1ccc(F)c(NC(=O)C(F)(F)C(F)F)c1	102	0
COc1cc2c(cc1OC)C(C)N(C(C)=O)CC2 (stereo unspecified)	99	-1.2
C=CCNc1nc(C(=O)OCC(=O)NCc2cccc(OC)c2)cs1	98	-0.6
CCC1CCCCN1C(=O)COC(=O)CSc1cc(C)ccc1C (stereo unspecified)	105	1.4
COc1ccccc1C(=O)n1nc(-c2ccco2)nc1NCc1ccc(Cl)cc1	107	0

Given field by field: part of the list above.
compound: NC(N)=N/N=C1\CCc2ccccc21
  PV pol inh: 102	PV pol inh FP z-score: 0.2

compound: O=C(NCCc1cccs1)c1ccc(Cn2c(SCc3ccccc3)nc3cccnc32)cc1
  PV pol inh: 110	PV pol inh FP z-score: 0

compound: COC(=O)CNS(=O)(=O)c1ccc(C)cc1
  PV pol inh: 102	PV pol inh FP z-score: 0

The list continues.
SMILES	PV pol inh	PV pol inh FP z-score
Cc1nn(Cc2ccccc2Cl)c(C)c1C(=O)NC1=NCCS1	103	0.1
CCOC(=O)c1cccc(NC(=O)NCCc2c(C)nn(C)c2C)c1	106	0.1
O=C(O)Nc1cc(Cl)cc(Cl)c1	104	0.1
CCOC(=O)c1oc2ccc(S(=O)(=O)Nc3ccc4[nH]c(=O)[nH]c4c3)cc2c1C	100	-0.7
COc1ccc(CC(=O)NC2CCCCC2)cc1OC	101	-0.2
COc1ccc(CNC(=O)C2CCN(S(=O)(=O)Cc3ccccc3)CC2)cc1	107	0.1
Cc1nc(=O)c(-c2ccccc2)c(C)n1CCCCCC(=O)O	103	0.1
COc1ccc2c(Cl)c(C(=O)Nc3ccc(C(N)=O)cc3)sc2c1	103	0.7
O=C(NC1CCCC1)C1CCN(c2ccccc2)C1=O (stereo unspecified)	100	-0.3
Cc1ccc(S(=O)(=O)C(C)C(=O)c2ccc3c(c2)OCCO3)cc1 (stereo unspecified)	101	0.1
Cc1nc2c3ccccc3n(CC(=O)c3ccc(Br)cc3)c(=O)n2n1	101	-0.1
CCOc1cc(CNC(=O)c2sc3ncnc(N(C)C4CCCCC4)c3c2C)ccc1OC	96	-2.6
COC1=CC(=C2C=CC(=[N+](C)C)C=C2)Oc2ccccc21	102	0.1
O=C(CSc1nc(-c2ccc(F)cc2)[nH]c1-c1ccc(F)cc1)Nc1ccc2c(c1)OCO2	115	0.9
CSc1ccc(Cl)c(C(=O)OCC(=O)N2CCc3ccccc32)c1	101	0
Cc1ccc(OC(=O)CN2C(=O)c3ccccc3C2=O)cc1C	100	-0.3
C/C(=N\NC(N)=O)C1(C)CC2(CC(C)(C)OC2=O)C(=O)O1 (stereo unspecified)	105	0.7
CCOC(=O)Cn1cnc2c(oc3ccccc32)c1=O	98	-2
CCN1CCC(N(C)CCc2ccccc2)CC1	101	0.2
O=C(c1cnc(N2CCCCC2)c2ccccc12)N1CCN(c2ccc(Cl)cc2)CC1	102	-1.2
CCOc1ccc(C(=O)NCCc2csc(-c3cccnc3)n2)cc1	100	-1.7
CCOC(=O)Nc1ccc2c(COC(=O)c3cccc(OCc4c(C)noc4C)c3)cc(=O)oc2c1	104	0.1

Single records, as listed above.
`CCOc1ccc(C(=O)NCCc2csc(-c3cccnc3)n2)cc1` is listed with PV pol inh: 100; PV pol inh FP z-score: -1.7
`O=C(NC1CCCC1)C1CCN(c2ccccc2)C1=O` (stereo unspecified) is listed with PV pol inh: 100; PV pol inh FP z-score: -0.3
`CCN1CCC(N(C)CCc2ccccc2)CC1` is listed with PV pol inh: 101; PV pol inh FP z-score: 0.2
